# N370S GC: inhibitors or activators of N370S glucocerebrosidase for Gaucher disease; N370S GC spleen homogenate, 4MU-glucoside fluorescence; Potency, µM (doses to about 59.4 µM), without a hit: at the top dose activity change, negative = inhibition, most hits filed as inhibitors; hit rate 0.092% among 330,000; AID 2101;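 further: 0% = full enzyme activity and -100% = no enzyme basal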
# FEN1 inhibitor: inhibitors of human flap endonuclease 1. P39748. Recombinant FEN1 flap cleavage, fluorescence, 15 min. Potency, µM (highest dose often 114 µM), for the others: top-dose activity change, negative = inhibition, most hits filed as inhibitors. hit rate 0.35% among 390,000. AID 588795; further: nearly all actives have a fitted effect of over 65% in size
# Target sequence (P39748 whole entry, looked up): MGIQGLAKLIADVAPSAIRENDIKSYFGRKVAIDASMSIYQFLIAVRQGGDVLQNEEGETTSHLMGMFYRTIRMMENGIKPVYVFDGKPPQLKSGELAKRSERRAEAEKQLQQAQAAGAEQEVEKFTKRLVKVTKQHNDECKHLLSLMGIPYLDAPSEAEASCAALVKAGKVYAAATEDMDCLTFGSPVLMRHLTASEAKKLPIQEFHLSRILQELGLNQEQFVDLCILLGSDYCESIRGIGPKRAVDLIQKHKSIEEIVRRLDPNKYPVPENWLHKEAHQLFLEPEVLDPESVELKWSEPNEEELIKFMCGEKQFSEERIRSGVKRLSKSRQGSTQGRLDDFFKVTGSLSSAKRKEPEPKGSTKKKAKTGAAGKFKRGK
#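 With each library titrated from low to high concentration, compounds met 10 nM FEN1 for 15 min at room temperature before 50 nM substrate was added; readings at 0 and 15 min fed four-parameter Hill curve fits.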
# DT40 TDP1 CPT: DT40-hTDP1 cell growth loss with CPT. hit rate 12% among 420,000. chicken DT40 Tdp1-/-;hTDP1 cells + 20 nM CPT, ATP luminescence, 48 h. Potency, µM (highest dose often 46.2 µM), for the others: at the highest dose activity change, negative = growth inhibition, usual class: inhibitors. AID 686979; further: nearly all actives have a fitted effect of over 55% in size
#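 Chicken DT40 Tdp1-/- cells stably complemented with human TDP1 were seeded at 400 cells/well in medium containing 20 nM camptothecin, exposed to pin-transferred compounds, and grown at 37 °C for at least 48 hr. Viability was read as ATP luminescence.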
# Starred values were filed as active, the others as inactive; ? = inconclusive; / = no result given; & = joins results of further samples; ! = not confirmed by another sample; [ ] = remark or other dose. The call rests on the fitted dose curve; in most records, active means well fitted curve in the direction sought with a large enough effect; inconclusive means small, poorly fitted or top-dose-only effect, or another doubt; inactive means no such curve, though single readings can be large; an effect the other way counts as inactive or inconclusive. Unless noted, on the % scale 0 is the no-effect control and ±100 the full control effect; potency means the concentration at half of the fitted maximal effect.
SMILES,N370S GC,FEN1 inhibitor,DT40 TDP1 CPT
CN(Cc1ccsc1)C(=O)CCc1nnc(Cc2c[nH]c3ccccc23)o1,5%,5%,-20%
O=C(COC(=O)/C=C/c1ccc([N+](=O)[O-])cc1)NC(c1ccccc1)c1ccccc1,1%,0%,-28%
Cc1ccc(C)c(N2CCN(C(=O)CCNC(=O)Cn3ccc4ccccc4c3=O)CC2)c1,6%,-15%,-17%
COc1cccc(NC(=O)c2oc3ccc(S(=O)(=O)N4CCOCC4)cc3c2C)c1,-5%,-5%&1%,15µM*!
COc1ccc(CNC(=O)C[C@H]2C[C@H](C(=O)N3CCOCC3)[C@@]3(C)c4[nH]c5cc(-c6ccco6)ccc5c4CCN3C2=O)cc1OC,/,-12%,?
CCCC(=O)Nc1nnc(S(=O)(=O)N(CC)c2ccccc2)s1,-1%,3%,-2%
Cc1ccc(C(=O)N/C(=C\c2cn(-c3ccccc3)nc2-c2ccccc2)C(=O)N2CCOCC2)cc1,2%,-2%,-16%
O=C(Cn1nc2ccccc2n1)N/N=C/c1cc([N+](=O)[O-])ccc1O,-3%,?,?
CCN(C(=O)c1ccc2c(=O)n3c(nc2c1)CCCCC3)c1ccc(F)cc1,-11%,2%,-8%
CO[C@@]1(NC(=O)C2SC(=C(C(N)=O)C(=O)O)S2)C(=O)N2C(C(=O)O)=C(CSc3nnnn3C)CS[C@@H]21 (some centres not stated),0%,-27%,0%
CCC(C)NC(=O)C1CCN(S(=O)(=O)c2cccnc2)CC1 (configuration not stated),-12%,-2%,-6%
C=CCCN(C(C(=O)OC)C(C)C)S(=O)(=O)c1ccccc1Br (configuration not stated),-5%&16%,-22%&-2%,?
Cc1c(NS(=O)(=O)c2cccc(C(=O)N3CCCC3)c2)c(=O)n(-c2ccccc2)n1C,/,-6%,-4%
Cc1cc(C)cc(-n2c(SCC(=O)Nc3cccc(S(=O)(=O)NC4=NCCCCC4)c3)nc3ccccc3c2=O)c1,2%,0%,18µM*
CC(C)C(NC(=O)CCN1C(=O)c2ccccc2C1=O)c1ccccc1 (configuration not stated),2%,1%,16%
Fc1cccc2sc(Nc3nnc(-c4ccco4)o3)nc12,5%,-25%,?
CCOC(=O)/C(C#N)=C/c1c[nH]c2ccccc12,4%&5%,1%,-27%
Cc1ccc(Cn2ccc(NC(=O)c3noc4c3CCCC4)n2)cc1,2%,-5%,-30%
O=C(Nc1ccc(NC(=O)C2CCCCC2)cn1)c1ccco1,11%,1%,-23%
NC(=O)c1nsc(C(=O)N(CCc2ccccc2)C(C(=O)NC2CCCC2)c2ccco2)c1N (configuration not stated),2%,13%,?
CCOc1cc(C(=O)N(C)CC(=O)Nc2cccc3ccccc23)ccc1OC,/,-7%,-3%
CC(C)C(=O)NC(c1ccccc1Cl)c1c(O)ccc2ccccc12 (configuration not stated),-2%,-2%,?
COc1ccc(NS(=O)(=O)c2cccc(C(=O)NNC(=O)c3ccc(Br)o3)c2)cc1,-14%,-5%,-53%
COc1ccc(-c2cc(=O)c3cc(F)ccc3[nH]2)cc1,4%[89.1 µM],-7%,?
CCCCCCSc1cccc(-c2nc3ccc(Cl)cn3c2NCc2ccccc2)c1,?,-21%,21µM*

# The results go on:
SMILES,N370S GC,FEN1 inhibitor,DT40 TDP1 CPT
CCc1nnc(SCc2ccc(C(=O)OC)o2)n1N,1%,1%,2%
Cc1nc2ccc(NC(=O)c3cccc(C(F)(F)F)c3)cc2o1,21%,-6%,23µM*
O=C(O)CSc1nc2c(c(C(F)(F)F)n1)CCc1ccccc1-2,2%,-5%,-6%
Cc1ccc(C(C)NC(=O)c2ccco2)cc1C (configuration not stated),6%,6%,-19%
CC1=NN(C(N)=S)C(=O)C1N=Nc1cccc(C(=O)O)c1 (configuration not stated),1%,-12%,28%
O=C(Nc1cccc(C(F)(F)F)c1)C1CCN(S(=O)(=O)c2ccc(N3CCCC3=O)cc2)CC1,15%,2%,2.6µM*
CCOC(=O)CN(Cc1ccccc1)C(C(=O)NC1CCCCC1)c1ccccc1 (configuration not stated),/,-2%,21µM*
O=C(C1=C(O)C(=O)N(CCN2CCOCC2)C1c1ccc(F)cc1)c1cc2ccccc2o1 (configuration not stated),-8%,1%,11%
Cc1ccc(C)c(NC(=O)CSc2ncc3c(n2)-c2cc(Cl)ccc2N(Cc2ccccc2F)S3(=O)=O)c1,/,12%,?
Cn1cc(C(=O)N2CCN(c3cccc(Cl)c3)CC2)c(=O)c2cc(S(=O)(=O)N3CCOCC3)ccc21,-29%,-13%,8%
COc1ccc(OCC(=O)OC2CCN(C)CC2)cc1,10%,8%,10%
COc1ccc(CNC(=O)c2c([S-])n(-c3ccc(C)cc3)c3cccc[n+]23)cc1,-7%,-2%,3%
CC1COC(c2cccn2Cc2ccccc2Cl)=N1 (configuration not stated),18%,-6%,-19%
CCO[C@@H]1OC(C(=O)N2CCCCCCC2)=C[C@H](c2cn(C(C)=O)c3ccccc23)[C@H]1CCCO,?,8%,16µM*
O=C(NCc1cccs1)C(=O)NCC1OCCCN1S(=O)(=O)c1ccccc1 (configuration not stated),12%,0%,-15%
CCCCc1nc2cc(C(=O)N3CCC[C@H]3CO)ccc2o1,0%,18%,6%
COCCCn1c(C2CCCCC2)nc2oc3cc(OC)ccc3c(=O)c2c1=O,20%,0%,?
COc1cccc(C2C(C(N)=O)=C(C)Nc3nc(-c4cccc(Cl)c4)nn32)c1 (configuration not stated),6%,-11%,-5%
Cc1ccc(NC(C)c2cc(Cl)ccc2O)cc1 (configuration not stated),-14%,-22%,-18%
C=CCOc1c(Br)cc(CNn2c(C)n[nH]c2=S)cc1OC,2%,4%,-10%
Cc1ccccc1OCC(=O)OCC(=O)c1ccc(OC(=O)c2ccccc2)cc1,4%,15%,-11%
COc1ccc(/C=C/C(=O)NCC2COc3ccccc3O2)c(OC)c1 (configuration not stated),11%,2%,-30%
Cc1cc(C)cc(N(CC(=O)NC2CCCCCC2)S(=O)(=O)c2c(C)[nH]c(=O)[nH]c2=O)c1,0.71µM*,0%&2%,-1%
COCCN(C(=O)CSc1ncn[nH]1)c1c(N)n(Cc2ccccc2)c(=O)[nH]c1=O,-8%,-5%,-16%
Cc1csc2c(=O)sc(NC(=O)c3ccco3)nc12,-1%,-14%,-11%

# The list continues.
SMILES,N370S GC,FEN1 inhibitor,DT40 TDP1 CPT
CCc1nc(NCCO)c(C#N)c2c1CSC(C)(C)C2,-1%,11%,?
COc1ccccc1NC(=O)Nc1nnc(Cc2ccccc2F)s1,-11%,-3%,-22%
CCO[C@H]1OC(C(=O)N2CCN(C)CC2)=C[C@@H](C2CC2)[C@@H]1CCCO,-10%,16%,-10%
CC(=O)NCC(c1ccc2c(c1)OCO2)N1CCN(c2ccccc2)CC1 (configuration not stated),/,10%,-6%
Cc1ccc(-c2[nH]ncc2CNC(C)c2ccccc2)cc1 (configuration not stated),/,6%,?
CC1(C)CC(=O)C=C(NCc2ccco2)C1,3%,6%,6%
CC(C)(C)c1ccc(C(=O)Nc2c3c(nn2C(C)(C)C)CS(=O)(=O)C3)cc1,2%,-20%,-26%
COc1cc2nc(CN3CCN(C(C)=O)CC3)[nH]c(=O)c2cc1OC,-4%,10%,21%
CN(CC(=O)Nc1cccc(F)c1)C(=O)CN1c2cccc3cccc(c23)S1(=O)=O,/,-3%,-13%
COc1ccc(NCN2C(=O)CCC2=O)cc1,20%,2%,?
N#Cc1c2c(c(NCCCN3CCOCC3)n3c1nc1ccccc13)CCC2,-8%,?,?
Cc1ccc2c(c1)N(CCC(=O)NCc1ccccn1)C(=O)CO2,3%,-1%,4%
CC(C)C(C)NC(=O)CN1C(=O)NC2(CCc3ccccc32)C1=O (configuration not stated),1%,13%,7%
CN1CC(=O)N(CC(=O)Nc2ccc(N3CCOCC3)cc2)C1=O,/,15%,4%
CC(=O)Nc1ccc(/C=C/c2nc3ccccc3s2)cc1,/,?,?
O=C1NC(=S)N/C1=C\C=C\c1ccccc1,-6%,-2%,-15%
CS(=O)(=O)N(CC(=O)N1CCCCCC1)c1cc(Cl)ccc1Cl,-16%,20%,-6%
COc1ccc(CCn2nc(C)c([N+](=O)[O-])c2C)cc1,2%,14%,-30%
C=C1CCN(C(C(=O)O)C(C)C)S(=O)(=O)c2ccccc21 (configuration not stated),7%,?,/
CC1(C)CC(=O)C(CC2C(=O)CC(C)(C)CC2=O)C(=O)C1,-1%,4%,5%
COc1ccc(CCNC(=O)CN(c2cc(C(F)(F)F)ccc2Cl)S(C)(=O)=O)cc1,/,-2%,5%
CCCCOc1ccccc1Cn1c(=O)oc2ccc(C)cc21,7%,-8%,?
COc1ccc(Cl)cc1NC(=O)CN(C)CC(=O)NCc1ccc(F)cc1,/,13%,?
Cc1ccc(C2CC(c3ccccc3)=NN2C(=S)Nc2ccccc2)o1 (configuration not stated),/,12%,3.3µM*
O=C(Nc1ccccc1)OCCN1CCOCC1,/,-8%,-21%
Cc1ccc2c(c1)N(C(=O)CCC(=O)NCCCN1CCOCC1)CC(C)O2 (configuration not stated),1%,23%,17%

# Structures from the list above with an aryl methoxy group:
SMILES,N370S GC,FEN1 inhibitor,DT40 TDP1 CPT
COc1cccc(NC(=O)c2oc3ccc(S(=O)(=O)N4CCOCC4)cc3c2C)c1,-5%,-5%&1%,15µM*!
COc1ccc(CNC(=O)C[C@H]2C[C@H](C(=O)N3CCOCC3)[C@@]3(C)c4[nH]c5cc(-c6ccco6)ccc5c4CCN3C2=O)cc1OC,/,-12%,?
CCOc1cc(C(=O)N(C)CC(=O)Nc2cccc3ccccc23)ccc1OC,/,-7%,-3%
COc1ccc(NS(=O)(=O)c2cccc(C(=O)NNC(=O)c3ccc(Br)o3)c2)cc1,-14%,-5%,-53%
COc1ccc(-c2cc(=O)c3cc(F)ccc3[nH]2)cc1,4%[89.1 µM],-7%,?
COc1ccc(OCC(=O)OC2CCN(C)CC2)cc1,10%,8%,10%
COc1ccc(CNC(=O)c2c([S-])n(-c3ccc(C)cc3)c3cccc[n+]23)cc1,-7%,-2%,3%
COCCCn1c(C2CCCCC2)nc2oc3cc(OC)ccc3c(=O)c2c1=O,20%,0%,?
COc1cccc(C2C(C(N)=O)=C(C)Nc3nc(-c4cccc(Cl)c4)nn32)c1 (configuration not stated),6%,-11%,-5%
C=CCOc1c(Br)cc(CNn2c(C)n[nH]c2=S)cc1OC,2%,4%,-10%
COc1ccc(/C=C/C(=O)NCC2COc3ccccc3O2)c(OC)c1 (configuration not stated),11%,2%,-30%
COc1ccccc1NC(=O)Nc1nnc(Cc2ccccc2F)s1,-11%,-3%,-22%
COc1cc2nc(CN3CCN(C(C)=O)CC3)[nH]c(=O)c2cc1OC,-4%,10%,21%
COc1ccc(NCN2C(=O)CCC2=O)cc1,20%,2%,?
COc1ccc(CCn2nc(C)c([N+](=O)[O-])c2C)cc1,2%,14%,-30%
COc1ccc(CCNC(=O)CN(c2cc(C(F)(F)F)ccc2Cl)S(C)(=O)=O)cc1,/,-2%,5%
COc1ccc(Cl)cc1NC(=O)CN(C)CC(=O)NCc1ccc(F)cc1,/,13%,?

# Bioassay records as filed in PubChem.

# These rows are one share of the data; the hit share may differ from the screen's.
